SIRT5 inh = blocks human SIRT5 desuccinylation of peptide; Q9NXA8; Purified SirT5, succinyl-peptide AMC, trypsin-coupled fluorescence; inhibition, % at 15 µM; 330,000 tested, 1.1% active; in the data active = inhibition above about 15%; inconclusive = no clear call, values can overlap the other calls
Target sequence (Q9NXA8 whole entry, looked up): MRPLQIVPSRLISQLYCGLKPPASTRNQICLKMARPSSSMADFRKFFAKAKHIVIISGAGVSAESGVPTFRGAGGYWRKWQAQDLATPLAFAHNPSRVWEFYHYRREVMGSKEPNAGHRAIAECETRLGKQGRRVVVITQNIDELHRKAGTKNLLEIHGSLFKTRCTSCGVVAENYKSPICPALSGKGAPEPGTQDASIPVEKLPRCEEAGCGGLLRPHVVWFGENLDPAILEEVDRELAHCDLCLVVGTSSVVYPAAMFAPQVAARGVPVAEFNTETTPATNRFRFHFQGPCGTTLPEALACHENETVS
PAX8 reporter = lowers PAX8-driven luciferase in RMG-I cells; AID 652154; RMG-I TPO-luciferase reporter, SteadyGlo, 24 h; inhibition, % at 12.6 µM; 360,000 tested, 1.2% active;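 active = mean replicate inhibition at least 60% with every replicate also reaching 60%; inconclusive = only one of the two criteria is met; inactive = mean below 60% and not all replicates reaching 60%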;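 also: luciferase light reporting Pax8 driven TPO promoter activity; plate controls were median of neutral control wells for no effect and mitoxantrone controls for full effect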
ARNT TACC3 PPI = disrupts binding between human ARNT and TACC3; AlphaScreen His-ARNT PAS-B/GST-TACC3 binding, luminescence; TACC3 fragment carries E629A point mutation; inhibition, % at 9.99 µM; 390,000 tested, 0.66% active; AID 623870;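 active = mean inhibition of replicates at least 50% and at least half of replicates each reaching 50%; inconclusive = half or more replicates reach 50% but mean below 50%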;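 also: 0% = complete ARNT plus TACC3 wells and 100% = ARNT alone without TACC3; many hits fall short of the cut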
LGR2 inh = blocks bursicon-induced cAMP signaling via Drosophila LGR2. HEK293 LGR2, CRE-luciferase, bursicon-stimulated, 4 h. inhibition, % at 9.99 µM. 380,000 tested, 0.35% active. AID 720647;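 active = drop in luminescence signal, shown as inhibition above about 50% in the replicate tests, limit read from the data, passing the limit was not always enough; inconclusive = probably only some replicates passing the limit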;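 also: agonist challenge used bursicon conditioned medium at about half maximal strength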
DENV2 CPE = DENV2-induced cell death inhibition. DENV2-infected cells, cytopathic effect rescue, plate reader. CPE inhibition, % at 9.99 µM. 350,000 tested, 1.7% active. AID 651640; in the data active = CPE inhibition above about 20%, passing the limit was not always enough; inconclusive = no clear call, values can overlap the other calls; tested in BHK-21 cells;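 also: 0% = median of neutral control wells and 100% = median of positive control wells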
Casp6 inh = caspase-6 (human) enzyme inhibition; purified caspase-6, Z-VEID-R110 cleavage fluorescence; inhibition, % at 12.5 µM; 350,000 tested, 0.53% active; AID 686996;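 active = mean inhibition across replicates at least about 35%, with every replicate also reaching that limit, limit read from the data; inconclusive = only one of the two criteria met; inactive = neither criterion met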;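 also: 0% = median of neutral control wells and 100% = no fluorescence left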
Target sequence (P55212 24-179 limits assumed): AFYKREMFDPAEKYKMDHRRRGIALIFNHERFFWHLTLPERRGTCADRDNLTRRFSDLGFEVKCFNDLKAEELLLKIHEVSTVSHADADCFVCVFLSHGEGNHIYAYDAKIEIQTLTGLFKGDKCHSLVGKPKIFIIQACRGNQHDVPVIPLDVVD
Target sequence (P55212 194-293 limits assumed): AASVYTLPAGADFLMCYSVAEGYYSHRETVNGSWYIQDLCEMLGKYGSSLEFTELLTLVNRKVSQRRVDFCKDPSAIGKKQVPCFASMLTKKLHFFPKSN
EWS-Fli block = inhibitors of EWS/Fli oncoprotein transcriptional activity | inhibition, % at 12.6 µM | A673 NR0B1-luciferase reporter, viability-normalised | 350,000 tested, 0.67% active;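 active = mean inhibition of at least 50% after viability correction, with every replicate also passing that limit; inconclusive = mean reaches 50% but only one of two replicates passes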;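 also: firefly luciferase signal divided by Alamar Blue viability fluorescence both relative to DMSO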
Starred values were filed as active, the others as inactive. Random draw from the library; overall some 4.9% were active at least once.

How did O=[N+]([O-])c1ccc(N/N=C/c2ccccc2O)cc1 do in these assays?
SIRT5 inh: -3.8; PAX8 reporter: -192.0; ARNT TACC3 PPI: -2.2; LGR2 inh: -82.7; DENV2 CPE: 4.8; Casp6 inh: 0.4; EWS-Fli block: -29.7

Results for COc1ccccc1N1CCN(c2cnccn2)CC1 ?
SIRT5 inh: -1.5; PAX8 reporter: -7.7; ARNT TACC3 PPI: -24.1; LGR2 inh: -6.5; DENV2 CPE: -5.0; Casp6 inh: -0.1; EWS-Fli block: -13.3

Results for CN(C)CC(=O)Nc1ccc2c(c1)[C@H]1C[C@@H](CC(=O)NC3CCCCC3)O[C@@H](CO)[C@H]1O2 ?
SIRT5 inh: -3.4; PAX8 reporter: -7.1; ARNT TACC3 PPI: -3.9; LGR2 inh: -8.7; DENV2 CPE: -0.7; Casp6 inh: 0.5; EWS-Fli block: -1.2

How did NC(=O)CC(NC(=O)Cc1cccc2ccccc12)c1ccc(NC2CCCCCC2)c([N+](=O)[O-])c1 (stereo not given) do in these assays?
PAX8 reporter: 4.1; ARNT TACC3 PPI: -2.5; LGR2 inh: -8.5; DENV2 CPE: -5.8; Casp6 inh: 0.5; EWS-Fli block: 21.6

How did C#CCOCCOCCOCCNc1nc(N2CCN(C(=O)[C@H]([C@@H](C)O)n3cc(CCCCN)nn3)CC2)nc(N2CCN(C(=O)[C@H]([C@@H](C)CC)n3cc(CCCCN)nn3)CC2)n1 do in these assays?
SIRT5 inh: 4.4; PAX8 reporter: 1.4; ARNT TACC3 PPI: 4.7; LGR2 inh: -0.2; DENV2 CPE: 2.7; Casp6 inh: -22.5; EWS-Fli block: -0.4

Results for CCCC#Cc1ccc2c(c1)O[C@H](CN(C)Cc1cncnc1)[C@H](C)CN([C@@H](C)CO)S2(=O)=O ?
SIRT5 inh: 0.0; ARNT TACC3 PPI: 8.8; LGR2 inh: -2.4; DENV2 CPE: 5.0; Casp6 inh: -2.2; EWS-Fli block: -0.1

Results for C[C@@H]1CN([C@@H](C)CO)C(=O)c2cc(C3=CCCC3)cnc2O[C@H]1CN(C)C(=O)c1ccc(F)cc1 ?
SIRT5 inh: -18.6; PAX8 reporter: 15.4; ARNT TACC3 PPI: 1.6; LGR2 inh: 9.0; DENV2 CPE: 1.7; Casp6 inh: 0.4; EWS-Fli block: -0.8

What do the screens show for `CCCCCC/C=C/c1ccc([C@H]2[C@H]3C=CC[C@@H](C)[C@@H]3C(=O)N2Cc2ccccc2)c(F)c1`?
SIRT5 inh: 12.9; PAX8 reporter: -10.4; ARNT TACC3 PPI: -13.7; LGR2 inh: 5.4; DENV2 CPE: 4.8; Casp6 inh: 0.6; EWS-Fli block: -0.3

What do the screens show for `CC(=O)Nc1ccc(NC(=O)C(C)OC(=O)c2ccc3ccccc3n2)cc1` (stereo not given)?
SIRT5 inh: -0.2; PAX8 reporter: 17.7; ARNT TACC3 PPI: 3.7; LGR2 inh: 29.0; DENV2 CPE: 1.6; Casp6 inh: -2.7; EWS-Fli block: 7.6

How did COc1cccc(-c2nc(CS(=O)(=O)CC(=O)N3CCCCC3)c(C)o2)c1 do in these assays?
SIRT5 inh: -1.4; PAX8 reporter: -6.1; ARNT TACC3 PPI: -4.8; LGR2 inh: -7.6; DENV2 CPE: -1.3; Casp6 inh: 0.3; EWS-Fli block: -2.6

Results for CO[C@H]1CN(C)C(=O)c2cc(NC(=O)C3CC3)ccc2OC[C@H](C)N(C(=O)c2ccccc2)C[C@H]1C ?
SIRT5 inh: -5.6; PAX8 reporter: -9.8; ARNT TACC3 PPI: -6.8; LGR2 inh: -7.6; DENV2 CPE: 2.4; Casp6 inh: 70.0*; EWS-Fli block: 0.0

Results for Cc1ccc(S(=O)(=O)NC(Cc2ccccc2)C(=O)O)cc1C (stereo not given) ?
SIRT5 inh: 7.0; PAX8 reporter: 4.3; ARNT TACC3 PPI: -4.3; LGR2 inh: -0.7; DENV2 CPE: 14.2; Casp6 inh: 1.2; EWS-Fli block: 9.9

Results for COc1ccc(OCCNC(=O)c2cc(C3CC3)nc3c2cnn3C(C)C)cc1 ?
SIRT5 inh: 8.5; PAX8 reporter: 5.2; ARNT TACC3 PPI: 1.5; LGR2 inh: -5.9; DENV2 CPE: 11.7; Casp6 inh: 1.5; EWS-Fli block: 5.6

Results for COc1cc(C(=O)Oc2ccccc2/C=N/NC(=O)c2ccc(C)c(Cl)c2)cc(OC)c1OC ?
PAX8 reporter: -0.1; ARNT TACC3 PPI: 10.3; LGR2 inh: -24.3

How did Cc1ccccc1C1CC(=O)c2ccccc2C1C (stereo not given) do in these assays?
SIRT5 inh: -2.4; PAX8 reporter: -3.3; ARNT TACC3 PPI: -4.0; LGR2 inh: -3.2; DENV2 CPE: -2.8; Casp6 inh: -0.9; EWS-Fli block: 2.6

How did O=C(C1CCN(S(=O)(=O)c2cc(Cl)ccc2Cl)CC1)N1CCOCC1 do in these assays?
SIRT5 inh: -2.2; PAX8 reporter: 10.1; ARNT TACC3 PPI: -0.3; LGR2 inh: -9.1; DENV2 CPE: -3.9; Casp6 inh: -3.8; EWS-Fli block: 13.5

How did O=C1C[C@@H]2c3c(cccc3CN1Cc1ccc(F)cc1)C[C@@H](O)[C@H]2O do in these assays?
PAX8 reporter: -0.9; ARNT TACC3 PPI: -6.8; LGR2 inh: 6.8; DENV2 CPE: -11.1; Casp6 inh: -0.1; EWS-Fli block: 1.8

What do the screens show for `CC(=O)C(Cc1ccccc1)NC(=O)COC(=O)c1ccc(-n2cnnn2)cc1` (stereo not given)?
SIRT5 inh: -0.2; PAX8 reporter: 10.5; ARNT TACC3 PPI: -3.5; LGR2 inh: 5.7; DENV2 CPE: 1.1; Casp6 inh: -0.5; EWS-Fli block: 4.9

How did CC(=O)N(C(C)=O)n1c(/C=C/c2cccc([N+](=O)[O-])c2)nc2ccccc2c1=O do in these assays?
SIRT5 inh: -1.9; PAX8 reporter: -4.0; ARNT TACC3 PPI: -2.4; LGR2 inh: -7.0; DENV2 CPE: -3.1; Casp6 inh: -0.3; EWS-Fli block: -1.6

Results for Brc1cc2ccccc2[n+](Cc2ccccc2)c1 ?
SIRT5 inh: -1.3; PAX8 reporter: 11.0; ARNT TACC3 PPI: 3.4; LGR2 inh: 1.6; DENV2 CPE: 13.0; Casp6 inh: 1.3; EWS-Fli block: 8.6

Results for COc1ccccc1-c1cnc(C(O)c2ccc(F)c(F)c2)[nH]1 (stereo not given) ?
PAX8 reporter: -21.6; LGR2 inh: 4.4; DENV2 CPE: inconclusive; Casp6 inh: 35.0; EWS-Fli block: -36.6

Results for O=C(NC(=S)Nc1ccc(-c2nc3ncccc3o2)cc1)c1ccccc1F ?
SIRT5 inh: -4.0; PAX8 reporter: 8.3; ARNT TACC3 PPI: -7.1; LGR2 inh: 2.6; DENV2 CPE: 2.6; Casp6 inh: -2.0; EWS-Fli block: -12.3

What do the screens show for `CC(C)c1ccc(C(C(=O)NC2CCCC2)N(C(=O)c2csnn2)C2CC2)cc1` (stereo not given)?
SIRT5 inh: -4.3; PAX8 reporter: -6.7; ARNT TACC3 PPI: 0.4; LGR2 inh: 15.5; DENV2 CPE: -2.4; Casp6 inh: 8.8; EWS-Fli block: -3.4

What do the screens show for `Cn1c(C(=O)NCCc2c[nH]c3ccccc23)cc2sccc21`?
SIRT5 inh: -3.1; PAX8 reporter: -110.0; ARNT TACC3 PPI: 16.2; LGR2 inh: -38.9; DENV2 CPE: -2.5; Casp6 inh: 5.3; EWS-Fli block: -77.7

Results for COC(=O)c1ccc(CSCc2ccc(C(=O)OC)o2)o1 ?
SIRT5 inh: 2.1; PAX8 reporter: -15.2; ARNT TACC3 PPI: 3.8; LGR2 inh: 26.3; DENV2 CPE: -0.7; Casp6 inh: -0.6; EWS-Fli block: -2.7

Results for O=C(CSc1nnc2c(n1)[nH]c1ccc(F)cc12)N1CCOCC1 ?
PAX8 reporter: 0.9; ARNT TACC3 PPI: -0.9; LGR2 inh: -9.9; DENV2 CPE: -3.2; Casp6 inh: -1.5; EWS-Fli block: -9.0

How did COc1ccc2c3c(n(C)c2c1)[C@H](CO)N(Cc1ccccc1)CC31CN(C(=O)Nc2cccc(F)c2)C1 do in these assays?
SIRT5 inh: 10.1; LGR2 inh: 3.5; DENV2 CPE: 1.5; Casp6 inh: 0.1; EWS-Fli block: 4.3

Results for CCOC(=O)C1(Cc2ccc(OC)cc2)CCN(C(=O)c2ccoc2C)CC1 ?
SIRT5 inh: -0.6; PAX8 reporter: -15.7; ARNT TACC3 PPI: 1.6; LGR2 inh: -3.5; DENV2 CPE: -3.8; Casp6 inh: -1.1; EWS-Fli block: -12.4

How did Cc1cc(C)cc(N2C(=O)C=CC2=O)c1 do in these assays?
SIRT5 inh: -1.3; PAX8 reporter: 36.9; ARNT TACC3 PPI: 0.7; DENV2 CPE: 7.3; Casp6 inh: -1.3; EWS-Fli block: -0.1

How did Cc1ccc(C)c2[nH]c(=O)c(CN(Cc3ccco3)C(=S)NCC3CCCO3)cc12 (stereo not given) do in these assays?
SIRT5 inh: -7.0; PAX8 reporter: -22.3; ARNT TACC3 PPI: 2.7; LGR2 inh: 16.1; Casp6 inh: 8.6; EWS-Fli block: 5.5

The last 2 compounds of the section before come first, to join the parts:
How did Cc1cc(C)cc(N2C(=O)C=CC2=O)c1 do in these assays?
SIRT5 inh: -1.3; PAX8 reporter: 36.9; ARNT TACC3 PPI: 0.7; DENV2 CPE: 7.3; Casp6 inh: -1.3; EWS-Fli block: -0.1

How did Cc1ccc(C)c2[nH]c(=O)c(CN(Cc3ccco3)C(=S)NCC3CCCO3)cc12 (stereo not given) do in these assays?
SIRT5 inh: -7.0; PAX8 reporter: -22.3; ARNT TACC3 PPI: 2.7; LGR2 inh: 16.1; Casp6 inh: 8.6; EWS-Fli block: 5.5

Results for CCCCC1N2CC3([N+](=O)[O-])CN1CC([N+](=O)[O-])(C2)C3(C)C (stereo not given) ?
SIRT5 inh: 1.0; PAX8 reporter: -8.1; ARNT TACC3 PPI: -10.3; LGR2 inh: -5.8; DENV2 CPE: -14.0; Casp6 inh: -0.8; EWS-Fli block: -6.4

How did COc1ccc2cc(CCNC(=O)c3ccc(Br)o3)c(=O)[nH]c2c1 do in these assays?
SIRT5 inh: -2.1; PAX8 reporter: 16.0; ARNT TACC3 PPI: 5.6; LGR2 inh: 0.6; DENV2 CPE: 3.0; Casp6 inh: 0.6; EWS-Fli block: 5.9

What do the screens show for `CCCN(C(=O)c1cc(S(=O)(=O)N2CCCCCC2)ccc1OC)C1CCS(=O)(=O)C1` (stereo not given)?
SIRT5 inh: -1.9; ARNT TACC3 PPI: -4.1; LGR2 inh: -5.4; DENV2 CPE: 2.6; Casp6 inh: 0.1; EWS-Fli block: -5.4

What do the screens show for `COc1ccc(Cn2cc(CN3CC(N4CC=CC4)CS3(=O)=O)nn2)cc1` (stereo not given)?
SIRT5 inh: 0.8; PAX8 reporter: -11.6; LGR2 inh: -10.2; DENV2 CPE: -1.6; Casp6 inh: 0.0; EWS-Fli block: -4.7

Results for Cc1nn(CC(=O)NCC(C)c2ccccc2)c(=O)c2cccn12 (stereo not given) ?
SIRT5 inh: 1.7; PAX8 reporter: 1.6; ARNT TACC3 PPI: -0.5; LGR2 inh: -12.5; DENV2 CPE: -1.0; Casp6 inh: 2.9

How did COc1cccc(NC(=O)N[C@@H]2CC[C@H](CC(=O)Nc3ccc(-c4ccccc4)cc3)O[C@H]2CO)c1 do in these assays?
SIRT5 inh: 1.7; PAX8 reporter: 17.2; ARNT TACC3 PPI: 11.5; LGR2 inh: -5.6; DENV2 CPE: inconclusive; Casp6 inh: 1.5; EWS-Fli block: -14.3

How did CCc1nnc(NC(=O)C(CC)CC)s1 do in these assays?
SIRT5 inh: 0.8; PAX8 reporter: -9.8; LGR2 inh: 5.5; DENV2 CPE: -2.3; Casp6 inh: -1.1; EWS-Fli block: -9.2

Results for COc1ccc(/C=N/NC(=O)c2cccs2)c2ccccc12 ?
SIRT5 inh: 6.1; PAX8 reporter: -134.6; ARNT TACC3 PPI: 18.0; LGR2 inh: -42.9; DENV2 CPE: inconclusive; Casp6 inh: -1.1; EWS-Fli block: -96.0
